C2C12 statin: suppressors of simvastatin-induced myotoxicity in C2C12 myotubes; 0.78% of 330,000 active; rescue of ATP level, % at 7.49 µM; AID 602340; ATP luminescence, 48 h; scaled: DMSO 0, geranylgeraniol control 100;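 active = mean ATP rescue above about 67%, or every replicate alone reaching that limit, limit read from the data, passing the limit was not always enough; inconclusive = no clear call, values can overlap the other calls; inactive = mean under the limit and some replicate under it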;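 note: myotubes were challenged with 10 µM simvastatin during compound exposure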
SIRT5 block: inhibitors of human sirtuin-5 desuccinylase; Q9NXA8; Purified SirT5, succinyl-peptide AMC, trypsin-coupled fluorescence; inhibition, % at 15 µM; 1.1% of 330,000 active; in the data active = inhibition above about 15%; inconclusive = no clear call, values can overlap the other calls
ERp5 block: blocks human ERp5 reductase activity on insulin. ERp5 insulin aggregation, absorbance 650 nm, 90 min. inhibition, % at 9.99 µM. 0.05% of 350,000 active;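 active = mean replicate inhibition above about 25%, with every replicate also reaching it, limit read from the data, passing the limit was not always enough; inconclusive = only one of those two criteria met; inactive = neither criterion met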
Target sequence (Q15084 whole entry, looked up): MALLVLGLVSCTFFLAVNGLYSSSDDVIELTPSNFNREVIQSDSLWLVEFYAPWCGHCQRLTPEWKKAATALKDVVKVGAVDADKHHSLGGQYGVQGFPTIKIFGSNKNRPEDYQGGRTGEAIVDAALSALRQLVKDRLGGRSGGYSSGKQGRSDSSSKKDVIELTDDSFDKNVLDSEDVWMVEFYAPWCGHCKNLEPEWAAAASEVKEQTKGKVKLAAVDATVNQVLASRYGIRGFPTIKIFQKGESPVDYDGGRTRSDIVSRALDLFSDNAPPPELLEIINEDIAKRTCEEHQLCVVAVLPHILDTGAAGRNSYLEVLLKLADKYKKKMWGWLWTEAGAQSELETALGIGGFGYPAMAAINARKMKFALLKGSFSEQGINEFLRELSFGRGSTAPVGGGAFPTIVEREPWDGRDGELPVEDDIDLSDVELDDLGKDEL
PglD DTNB: blocks C. jejuni PglD acetyltransferase activity | 0.098% of 360,000 active | inhibition, % at 12.5 µM | AID 602405 | purified PglD enzyme, DTNB colorimetric CoA detection; in the data active = inhibition above about 16%, passing the limit was not always enough; inconclusive = no clear call, values can overlap the other calls; note: strong numbers were not always called active
S100A4 MyoIIA: S100A4-myosin IIA interaction inhibition | S100A4/TAMRA-MyoIIA peptide fluorescence polarization | inhibition, % at 10.7 µM | 0.14% of 360,000 active | AID 652163;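 active = mean inhibition of at least 70% across replicates, with every replicate also reaching that level; inconclusive = mean inhibition reaches 70% but some replicates fall short; inactive = mean inhibition below 70%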
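Test system: S100A4 monomer protein. Medium: HEPES buffer with Ca2+, pH 7.2. Reagent: fluorescent myosin IIA peptide, 5 nM. Compound dosing: single-point compound testing. Timing: 5 min between mix addition and reading. Benchmarks: DMSO neutral and TFP positive wells.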
DENV2 CPE rescue: inhibitors of DENV2 cytopathic effect. DENV2-infected cells, cytopathic effect rescue, plate reader. CPE inhibition, % at 9.99 µM. 1.7% of 350,000 active; in the data active = CPE inhibition above about 20%, passing the limit was not always enough; inconclusive = no clear call, values can overlap the other calls; tested in BHK-21 cells;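 note: 0% = median of neutral control wells and 100% = median of positive control wells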
E-selectin induc: E-selectin induction on HUVECs; HUVEC E-selectin immunofluorescence imaging; normalized: neutral wells 0, TNF-alpha wells 100; activation, % at 7.58 µM; 0.37% of 260,000 active;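 active = mean E-selectin-positive cell signal at least 10% of the positive control, reached in at least 60% of replicates, without over 20% cell loss; inconclusive = no rule given, readout overlaps actives, possibly toxicity-flagged; inactive = the rest, including those meeting only one limit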;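 note: in these data hits start at about 27%; measured in HUVEC primary endothelial cells; signal is the percent of cells scored E-selectin positive by PE staining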
Target sequence (P16581 whole entry, looked up): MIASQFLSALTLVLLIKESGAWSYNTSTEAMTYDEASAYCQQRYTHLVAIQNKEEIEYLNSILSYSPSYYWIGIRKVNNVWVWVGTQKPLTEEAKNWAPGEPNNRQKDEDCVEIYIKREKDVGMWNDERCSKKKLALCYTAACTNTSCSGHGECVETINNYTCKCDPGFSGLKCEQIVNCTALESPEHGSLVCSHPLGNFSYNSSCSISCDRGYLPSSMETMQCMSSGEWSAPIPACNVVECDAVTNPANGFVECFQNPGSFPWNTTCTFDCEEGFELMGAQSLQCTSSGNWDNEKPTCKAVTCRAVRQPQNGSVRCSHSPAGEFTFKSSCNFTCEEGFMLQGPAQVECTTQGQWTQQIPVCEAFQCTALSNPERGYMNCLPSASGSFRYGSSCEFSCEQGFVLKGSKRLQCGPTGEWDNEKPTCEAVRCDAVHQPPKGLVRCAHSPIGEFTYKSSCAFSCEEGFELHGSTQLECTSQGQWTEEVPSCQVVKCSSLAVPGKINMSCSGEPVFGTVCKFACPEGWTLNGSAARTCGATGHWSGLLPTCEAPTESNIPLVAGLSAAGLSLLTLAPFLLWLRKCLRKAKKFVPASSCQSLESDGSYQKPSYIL
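Assay system: HUVEC, human umbilical vein endothelial cells / Amount: 3,000 HUVEC/well / Controls: TNF-alpha positive control, DMSO neutral control / Compound dosing: single concentration / Medium: EGM-2 over gelatin coat / Evaluation: percent E-selectin-positive cells / Signal: immunofluorescence imaging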
Starred values were filed as active, the others as inactive; ? = inconclusive; / = no result given.

nr	Compound	C2C12 statin	SIRT5 block	ERp5 block	PglD DTNB	S100A4 MyoIIA	DENV2 CPE rescue	E-selectin induc
1	Cc1ccc(CN2[C@@H](CC3CCCCC3)COCCS2(=O)=O)cc1	2	/	5	1	11	-16	-0.1
2	C[C@@H]1CN([C@H](C)CO)C(=O)Cc2cc(NC(=O)CCN3CCOCC3)ccc2O[C@@H]1CN(C)Cc1ccncc1	2	-7	6	5	14	-3	-1.3
3	CCOc1ccc(C(=O)NCC(c2ccco2)N2CCc3ccccc3C2)cc1 (stereo not given)	61	-8	2	-4	-2	?	-0.3
4	C=CCN(C(=O)C1=NN(C2CCS(=O)(=O)C2)C(=O)CC1)c1nc(-c2ccc([N+](=O)[O-])cc2)cs1 (stereo not given)	/	1	8	/	-4	-6	/
5	CCOc1ccccc1NCc1cc(=O)oc2cc(C)ccc12	24	-8	2	-2	-1	-8	0.5
6	CCC1NC(=O)c2cc3ccccc3cc2-n2c1nc1cc(C)cc(C)c1c2=O (stereo not given)	-12	-2	-1	-3	1	/	0.2
7	CCN(CC)CCNS(=O)(=O)c1ccc2[nH]cc(C(=O)O)c(=O)c2c1	-18	1	-40	0	-1	?	/
8	Cc1ccccc1OCC(=O)NC(Cc1c[nH]c2ccccc12)C(=O)O (stereo not given)	/	-3	4	/	-3	-1	/
9	CC1=C(n2ccnc2)CCC1=O	6	/	/	9	/	/	-0.1
10	Cc1ccc(S(=O)(=O)N(C)C[C@@H]2Oc3ncc(C#CC4(O)CCCC4)cc3C(=O)N([C@@H](C)CO)C[C@@H]2C)cc1	-13	-3	-10	2	8	15	0.1
11	O=C(Cn1nc(Cc2cccnc2)c2ccccc2c1=O)NCc1ccc(F)cc1	9	-2	-3	-1	-2	8	-0.1
12	CCCC(=O)O/N=C(\c1ccccc1)c1ccncc1	-1	-1	-2	4	-6	1	-0.1
13	O=C(N=C1SC2CS(=O)(=O)CC2N1c1ccc(Cl)cc1)C1CCCO1 (stereo not given)	-15	-5	3	/	-4	0	0.0
14	O=C(Nc1ccnn1C1CCN(Cc2ccc(OC(F)F)cc2)CC1)C1CCCC1	-5	19*	7	-2	2	?	/
15	C[C@@H]1CN([C@H](C)CO)C(=O)c2cc(NS(=O)(=O)c3cccs3)ccc2O[C@H]1CN(C)C	2	4	-5	-2	4	9	0.3
16	COCc1cn(CC[C@@H]2CC[C@@H](NC(=O)Cc3cccnc3)[C@H](CO)O2)nn1	5	-2	6	0	-7	5	0.0
17	COCC(=O)N1[C@H](C#N)[C@@H](c2ccccc2)[C@@H]1CO	-2	2	3	-1	4	-15	-0.1
18	Cc1cc(C)n(-c2ccc(F)cc2)c(=O)c1C#N	-1	-1	-2	/	-15	/	17
19	O=C(C[C@@H]1CC[C@H]2[C@@H](COC[C@H](O)CN2Cc2cc(F)ccc2F)O1)N[C@H]1CCN(Cc2ccccc2)C1	28	-1	-2	-3	11	1	0.0
20	CCOC(=O)N1CCC(NC(=O)c2cc(S(=O)(=O)N3CCOCC3)ccc2F)CC1	21	2	0	/	4	4	/
21	CCCCNC(=O)c1onc(CSc2ccc(Cl)cc2)c1C(=O)NCCCC	-8	0	2	1	-1	0	0.8
22	CO[C@@H]1CN(C)C(=O)c2cc(NC(C)=O)ccc2OC[C@H](C)N(C(=O)c2ccccc2)C[C@@H]1C	-1	1	-2	2	-13	-8	0.1
23	O=C(NC(=S)NCc1ccccc1)c1ccc(Br)o1	0	-3	-7	3	-4	7	-0.1
24	CC1(C)CC(=O)C2=C(C1)Nc1cc(Cl)ccc1S2	/	-4	3	/	-6	6	/
25	C[C@@H]1CN([C@H](C)CO)C(=O)c2cc(C#CCN(C)C)cnc2O[C@@H]1CN(C)C(=O)Cc1ccccc1	-15	-2	2	-2	13	2	0.2
26	Cc1noc(C)c1NC(=O)Nc1cccc2c1O[C@H](CN(C)CC1CC1)[C@@H](C)CN([C@H](C)CO)C2=O	-4	-2	-2	2	6	-4	-0.3
27	COc1ccc(CC(=O)OC(C)C(=O)Nc2ccc(Cl)cn2)cc1 (stereo not given)	-5	-1	2	-1	-1	4	/
28	CCN(CC)C(=O)CS(=O)CC(=O)Nc1cc(OCCOC)c(Cl)cc1Cl (stereo not given)	/	2	3	/	3	/	/
29	CCOC(=O)[C@H]1[C@H]2COc3cc(OC)ccc3[C@@H]2N2C(=O)c3ccc(F)cc3NC(=O)[C@@]12C	5	/	4	12	24	/	-0.5
30	O=C(O)CSc1cccnc1Sc1ccc(Cl)cc1	6	-3	-4	7	-5	-7	-0.4

The list goes on:
nr	Compound	C2C12 statin	SIRT5 block	ERp5 block	PglD DTNB	S100A4 MyoIIA	DENV2 CPE rescue	E-selectin induc
31	CCN(CC)C(=O)c1cc2c(=O)n3ccccc3nc2s1	-10	-21	-3	6	-10	11	0.1
32	O=C(Nc1ccccc1)c1cc(C2CCCCN2C(=O)CCc2ccccc2)on1 (stereo not given)	18	0	-3	-6	8	?	0.3
33	COc1cc(C(=O)NC(=S)Nc2ccccc2[N+](=O)[O-])cc(OC)c1OC	/	2	-3	3	2	/	/
34	C[C@H]1CCCCO[C@H](CN(C)C(=O)NC2CCCCC2)[C@@H](C)CN([C@@H](C)CO)C(=O)c2cc(NS(=O)(=O)c3ccc(F)cc3)ccc2O1	/	9	2	0	3	24*	/
35	COc1ccc(C2c3ccc4ccccc4c3Oc3ncn(CCO)c(=N)c32)cc1OC (stereo not given)	10	7	1	2	-4	/	/
36	CC(C)CNS(=O)(=O)c1ccc(CCC(=O)N2CCN(c3ccccc3)CC2)cc1	/	2	1	/	-10	6	/
37	O=C(O)C[C@@H]1C=C[C@@H](NC(=O)Nc2cc(F)ccc2F)[C@H](CO)O1	-1	1	1	-5	-13	2	0.1
38	Cc1ccc(S(=O)(=O)Nc2ccc3c(c2)C(=O)N([C@@H](C)CO)C[C@@H](C)[C@H](CN(C)S(=O)(=O)c2cccs2)OCCCC[C@H](C)O3)cc1	/	8	-4	-1	-19	-5	-0.2
39	O=C(COC(=O)c1n[nH]c2ccccc12)Nc1cccc(S(=O)(=O)N2CCOCC2)c1	/	3	-1	/	3	11	4.4
40	O=S(=O)(c1ccccc1F)N1CCC(Oc2ccc(-n3cnnn3)cc2)CC1	0	0	1	5	-3	1	/
41	COc1ccccc1NS(=O)(=O)c1ccc(C)c(NC(=O)c2ccc(S(=O)(=O)N3CCCCCC3)cc2)c1	-3	-5	6	2	0	?	/
42	Cc1ccc(S(=O)(=O)N[C@H]2C=C[C@@H](CC(=O)NCCCN(C)C)O[C@@H]2CO)cc1	7	-1	1	3	2	-6	-0.7
43	C[C@@H]1CC2[C@@H]3CC[C@H]4CC(=O)CC[C@]4(C)C3=CC[C@]2(C)[C@@]1(O)C(=O)CO (stereo not given in full)	-8	3	4	1	-1	-3	-0.1
44	COc1ccc(NC(=O)N(C)C[C@H]2Oc3ccc(NC(=O)C4CCCCC4)cc3C(=O)N([C@H](C)CO)C[C@H]2C)cc1	10	1	1	3	4	0	-8.0
45	CCCc1ccc(C(O)c2ncc(-c3ccccc3F)[nH]2)cc1 (stereo not given)	3	0	-9	6	0	-11	-0.1
46	Cn1c(=O)c2cc(S(=O)(=O)NC(Cc3ccccc3)C(=O)NCC3CCCO3)ccc2n(C)c1=O (stereo not given)	-1	-2	1	4	5	6	-1.1
47	COc1ccccc1C(=O)NCCC(=O)N1CC=C(c2ccccc2)CC1	-5	-4	-2	-5	0	?	4.2
48	COc1ccccc1CN1CCN(Cc2nc(-c3ccc(C)cc3)oc2C)CC1	0	-6	2	-2	-3	7	0.2
49	CCN=C1SCC(=O)N1c1ccc(OC)cc1	-3	/	/	-1	/	/	1.1
50	Cc1noc(C)c1S(=O)(=O)N(C)C[C@@H]1Oc2ccc(NC(=O)Cc3cn(C)c4ccccc34)cc2CC(=O)N([C@@H](C)CO)C[C@@H]1C	-11	7	2	-2	-6	4	-7.4
51	C[C@@H]1CN([C@@H](C)CO)C(=O)c2cc(NC(=O)CCC(F)(F)F)ccc2O[C@H]1CN(C)C(=O)Nc1ccccc1	6	-3	-4	-1	2	3	0.0
52	O=C(NC1=NCCS1)c1cccc(F)c1	/	-4	3	5	1	1	0.2
53	CSc1cccc(NC(=O)C2CCCN(c3ncnc4c3nc3n4CCCCC3)C2)c1 (stereo not given)	-9	7	12	1	1	6	-0.1
54	COCCN(C(=O)COC(=O)C12CC3CC(CC(Cl)(C3)C1)C2)c1c(N)n(Cc2ccccc2)c(=O)[nH]c1=O	-4	-7	1	3	-6	6	/
55	COc1ccc2c3c(n(C)c2c1)[C@H](CO)N(Cc1cccc(Cl)c1)CC31CCN(C(C)=O)CC1	/	3	-4	/	-7	16	-0.2
56	C=C1CCN([C@@H](CC(C)C)C(=O)NCc2ccco2)S(=O)(=O)c2ccccc21	14	4	2	-2	4	-5	-0.3
57	CCC(C)NC(=O)CC1Oc2ccc(C)cc2NC1=O (stereo not given)	-3	/	1	-2	5	-1	0.0
58	CCn1c(SCC(=O)Nc2ccc(N(C)C)cc2)nnc1-c1ccco1	1	0	4	-5	2	?	/
59	COc1cc(C(=O)Nc2ccc3c(c2)OCO3)ccc1OCc1c(C)noc1C	/	0	0	/	2	-1	0.2
60	CC1(C(=O)NCCc2ccccc2)Cc2c(-c3ccc(C(N)=O)cc3)ccnc2O1 (stereo not given)	-2	-1	1	-2	-2	0	0.1
61	CN(Cc1ccccn1)C(=O)c1cc(COc2ccc(F)cc2Cl)on1	3	-4	-4	-5	-10	4	-0.2
62	COc1ccc(S(=O)(=O)N(C)C[C@H]2Oc3c(NC(=O)c4ccncc4)cccc3C(=O)N([C@@H](C)CO)C[C@H]2C)cc1	27	-2	4	0	-3	6	-11
63	OC(c1cccc(Cl)c1)c1nc(-c2cc3ccccc3o2)cs1 (stereo not given)	5	/	3	6	3	15	/

Shown with each value named: part of the list above.
31. CCN(CC)C(=O)c1cc2c(=O)n3ccccc3nc2s1
  C2C12 statin: -10
  SIRT5 block: -21
  ERp5 block: -3
  PglD DTNB: 6
  S100A4 MyoIIA: -10
  DENV2 CPE rescue: 11
  E-selectin induc: 0.1

32. O=C(Nc1ccccc1)c1cc(C2CCCCN2C(=O)CCc2ccccc2)on1 (stereo not given)
  C2C12 statin: 18
  SIRT5 block: 0
  ERp5 block: -3
  PglD DTNB: -6
  S100A4 MyoIIA: 8
  DENV2 CPE rescue: ?
  E-selectin induc: 0.3

33. COc1cc(C(=O)NC(=S)Nc2ccccc2[N+](=O)[O-])cc(OC)c1OC
  C2C12 statin: /
  SIRT5 block: 2
  ERp5 block: -3
  PglD DTNB: 3
  S100A4 MyoIIA: 2
  DENV2 CPE rescue: /
  E-selectin induc: /

34. C[C@H]1CCCCO[C@H](CN(C)C(=O)NC2CCCCC2)[C@@H](C)CN([C@@H](C)CO)C(=O)c2cc(NS(=O)(=O)c3ccc(F)cc3)ccc2O1
  C2C12 statin: /
  SIRT5 block: 9
  ERp5 block: 2
  PglD DTNB: 0
  S100A4 MyoIIA: 3
  DENV2 CPE rescue: 24*
  E-selectin induc: /

Compound activity: PubChem BioAssay, Broad Institute

A portion of the library. The share of hits here may be higher or lower than overall.
